# TNAP act hiacc: TNAP (human) activation, high acceptor | purified TNAP, CDP-star luminescence, 1 M DEA, 30 min; active compounds read high; 0 = EDTA background, 1 = DMSO-only activity | 200,000 tested, under 10 active | activation factor at 20 µM | AID 1136 | P05186;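 active = activation factor at least 2 at 20 µM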
# Target sequence (P05186 whole entry, looked up): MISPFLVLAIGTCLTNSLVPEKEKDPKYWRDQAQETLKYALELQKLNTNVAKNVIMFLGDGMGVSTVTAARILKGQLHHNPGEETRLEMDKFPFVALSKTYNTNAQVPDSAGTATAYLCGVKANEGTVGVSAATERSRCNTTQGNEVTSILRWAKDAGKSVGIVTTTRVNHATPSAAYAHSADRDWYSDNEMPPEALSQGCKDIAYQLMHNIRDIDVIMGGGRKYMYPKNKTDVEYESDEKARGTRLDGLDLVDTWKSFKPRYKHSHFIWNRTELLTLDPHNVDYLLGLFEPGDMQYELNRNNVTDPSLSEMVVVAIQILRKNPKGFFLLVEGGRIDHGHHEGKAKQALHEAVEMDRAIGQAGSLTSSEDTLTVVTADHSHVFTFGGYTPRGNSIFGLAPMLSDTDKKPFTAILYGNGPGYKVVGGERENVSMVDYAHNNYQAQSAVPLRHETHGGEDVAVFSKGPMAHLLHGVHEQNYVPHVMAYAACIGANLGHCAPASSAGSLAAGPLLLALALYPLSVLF
#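 Dosing: 20 µM single point. System: human TNAP. Amount: TNAP 1/800 final. Incubation: 30 min, room temperature. Read-out: TNAP activation factor scaled between EDTA and DMSO control wells. Signal: luminescence from CDP-star hydrolysis. Medium: 1 M DEA, pH 9.8, Mg2+, Zn2+. Control set: EDTA negative control, DMSO positive control.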
# TNAP inh no acc: blocks human TNAP activity with no phosphate acceptor present. purified TNAP, CDP-star luminescence, 30 min. inhibition, % at 20 µM. 200,000 compounds, 0.26% hits;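 active = tissue-nonspecific alkaline phosphatase inhibition above about 50% at 20 µM in the single-dose screen, limit read from the data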;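 note: 0% = DMSO negative control and 100% = EDTA positive control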
# PMI act hi M6P: increases human PMI activity with near-saturating mannose 6-phosphate; P34949; coupled PMI enzyme assay, resazurin fluorescence, 20 min; active compounds read high; 1 = untreated enzyme, 0 = substrate-free blank; activation factor at 20 µM; 190,000 compounds, 0.34% hits; AID 1216;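 active = activation factor of 2 or more at 20 µM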
# Target sequence (P34949 whole entry, looked up): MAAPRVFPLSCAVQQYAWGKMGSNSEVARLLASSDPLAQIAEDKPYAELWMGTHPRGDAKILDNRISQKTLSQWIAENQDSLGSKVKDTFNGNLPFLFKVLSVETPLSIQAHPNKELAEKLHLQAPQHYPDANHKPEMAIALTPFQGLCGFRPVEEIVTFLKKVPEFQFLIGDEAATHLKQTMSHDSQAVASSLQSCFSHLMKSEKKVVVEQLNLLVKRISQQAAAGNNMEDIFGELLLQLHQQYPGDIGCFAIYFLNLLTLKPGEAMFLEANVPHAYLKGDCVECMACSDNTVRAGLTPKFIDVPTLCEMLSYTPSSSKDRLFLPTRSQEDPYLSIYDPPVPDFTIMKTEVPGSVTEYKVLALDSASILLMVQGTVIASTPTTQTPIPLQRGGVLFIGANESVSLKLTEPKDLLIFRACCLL
#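 Material: human phosphomannose isomerase with PGI, G6PDH, diaphorase coupling enzymes / Reagent: Man-6-P substrate 1.0 mM / Dosing: single compound dose of 20 µM, 1% DMSO final / Incubation: enzyme reaction with compound 20 min at room temperature / Signal: resorufin fluorescence (Ex 544/Em 590 nm) from resazurin via diaphorase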
# Diaphorase act: counter-screen for diaphorase-based assays: diaphorase activators and chemical reducers | activation factor at 20 µM | 190,000 compounds, 0.005% hits | Diaphorase/resazurin coupled assay, resorufin fluorescence, 16 min; active compounds read high; 1 = vehicle wells, 0 = NADH-free wells | AID 1229;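 active = diaphorase activity raised at least twofold by the compound at 20 µM; inactive = activation factor below 2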
#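 Test system: Clostridium kluyveri diaphorase, purified enzyme. Buffer or medium: 50 mM HEPES pH 7.4 buffer plus MgCl2 and Tween 20. Also added: 0.114 mM NADH and 0.1 mM resazurin, final amounts. Dosing: compound 20 µM once, DMSO 1%. Schedule: 16 min enzyme reaction, ambient temperature. Detection: fluorescence of resorufin, 544 nm excitation, 590 nm emission.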
# TNAP inh hi DEA: TNAP (human) inhibition, high acceptor; P05186; purified TNAP, CDP-star luminescence, 1 M DEA; AID 1135; 200,000 compounds, 0.03% hits; inhibition, % at 20 µM;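 active = over 50% inhibition of tissue-nonspecific alkaline phosphatase at 20 µM in the single-dose screen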;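 note: plate controls were DMSO wells for no effect and EDTA-quenched wells as full inhibition for full effect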
# PMI activator: increases human mannose-6-phosphate isomerase activity | AID 1214 | activation factor at 20 µM | 190,000 compounds, 0.005% hits | purified human PMI, coupled resazurin fluorescence, 20 min; active compounds read high; 1 = vehicle control, 0 substrate-free wells;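 active = activation factor of 2 or more at 20 µM, relative to plate controls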
# bIAP act: intestinal alkaline phosphatase (bovine) activation | activation factor at 20 µM | 200,000 compounds, 0.17% hits | AID 1016 | purified bovine IAP, CDP-star luminescence, 30 min; active compounds read high; fold of DMSO-control signal, blank-subtracted;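 active = activation factor of 2 or more at 20 µM, a signal rise over negative controls twice the positive control's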
# L major viab: Leishmania major promastigote growth inhibition; 200,000 compounds, 9% hits; AID 1063; inhibition, % at 10 µM; Leishmania major promastigotes, resazurin fluorescence viability; in the data active = inhibition above about 50%;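 note: promastigotes grown with compound for 44 hours at 28 °C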
# Diaph inh CS: inhibits diaphorase or chemically oxidizes, flagging diaphorase assay artifacts. inhibition, % at 20 µM. diaphorase resazurin-to-resorufin fluorescence, NADH, 16 min; bacterial (C. kluyveri) enzyme, not human. 190,000 compounds, 0.69% hits;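 active = primary screen inhibition at 20 µM above a set limit, cut at about 50% in these data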;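 note: plate controls were DMSO with full reaction for no effect and wells lacking NADH for full effect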
#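 Assay system – diaphorase enzyme from Clostridium kluyveri · Amount – diaphorase 0.14 U/mL (working solution) · Times – reaction incubation of 16 min at room temperature · Controls – No-NADH positive control and DMSO neutral control · Signal – resorufin fluorescence 544/590 nm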
# bIAP inhibitor: intestinal alkaline phosphatase (bovine) inhibition; purified bovine IAP, CDP-star luminescence, 30 min; inhibition, % at 20 µM; 190,000 tested, under 10 active; AID 1019;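 active = over 50% inhibition of intestinal alkaline phosphatase at 20 µM in the single-dose screen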
#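 System: Purified bovine intestinal alkaline phosphatase (IAP) enzyme | Input: IAP diluted 1/65,000,000 in the well | Also added: CDP-star chemiluminescent phosphatase substrate, 30 µM final | Dosing: 20 µM single dose | Times: Enzyme reaction for 30 min at room temperature | Detection: Luminescence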
# * = called active by the depositor; . = no result given.
SMILES,TNAP act hiacc,TNAP inh no acc,PMI act hi M6P,Diaphorase act,TNAP inh hi DEA,PMI activator,bIAP act,L major viab,Diaph inh CS,bIAP inhibitor
COc1cc(C(=O)N2C(=O)c3cccc(N)c3C2=O)cc(OC)c1OC,1,3,1,1,1,1.1,1,-3,0,-4
CCn1ccnc1CN(C)Cc1cn(-c2ccc(C)cc2)nc1-c1cccc(C)c1,1,-1,0.9,0.9,-3,0.8,1,78*,10,-3
CCc1nnc(NC(=O)CSc2nnc(C3CCCCC3)n2-c2ccccc2)s1,1.1,-12,1,0.8,-6,1,0.7,-7,19,26
O=C(Nc1ccccc1)c1sc2cc(C(F)(F)F)cnc2c1-c1cccs1,1,-4,1.1,0.9,1,1.1,0.6,59*,15,43
CC(C)C(Nc1ccc(S(=O)(=O)N2CCOCC2)cc1[N+](=O)[O-])C(=O)O (centres undefined),1,-1,1.2,1,2,1.2,0.9,-3,4,14
O=C(Cn1cncc1-c1ccc([N+](=O)[O-])cc1)Nc1ccccc1F,1,1,0.9,0.9,-2,1,0.8,52*,7,20
Cc1nc2ncnn2c(C)c1CCC(=O)NCc1ccc2c(c1)OCO2,1,-8,0.9,0.8,-2,0.9,1,5,15,3
O=C(CN1C(=O)c2ccccc2C1=O)Nc1sc2c(c1C(=O)NCc1ccco1)CCCC2,1,0,0.9,0.9,-2,0.9,1,-4,12,-4
COC(=O)/C=c1\sc2n(c1=O)C(C)=CC(C)(C)N=2,1,-6,1.1,1,-2,1.1,1,6,-5,2
Fc1cccc(COc2ccccc2CNc2ccccc2)c1,1,-56,0.9,0.8,-2,0.8,0.8,0,15,24
Cc1nc2ccccn2c1P(=O)(N1CCCCC1)N1CCCCC1,1,-7,0.9,0.9,0,1,1.1,-6,12,-7
CCOC(=O)c1cnc(SCc2nc(N)nc(Nc3ccc(F)cc3)n2)nc1N,1.1,-6,1,0.9,-8,1,0.9,10,12,10
CCOc1ccc(C(=O)OCn2nnc3ccccc3c2=O)cc1OC,1.1,-17,0.8,1,-6,1,1,-9,-2,-3
O=C(C1=C[C@@H](C2CC2)C[C@@H](OCc2ccc(CO)cc2)O1)N1CCN(Cc2ccc3c(c2)OCO3)CC1,1.1,-8,1,0.9,-5,0.9,1.1,21,12,-15
O=C(CCC(=O)NNC(=O)Nc1cccc(Cl)c1)NCc1ccccc1,1,-31,1,0.8,-4,1,1.3,9,20,-26
O=C1c2ccc(Oc3ccc4c(c3)C(=O)N(CCCO)C4=O)cc2C(=O)N1CCCO,1,-6,1,1,-3,0.9,0.9,-9,4,10
COc1cccc(C2=NOC(C(=O)Nc3ccccc3SC)C2)c1 (centres undefined),1,2,1,1,-2,1,0.9,-4,0,14
O=C(O)c1ccccc1NS(=O)(=O)c1ccc2c(c1)OCCO2,1,-3,1.1,1,-3,1,1.2,-10,-3,-19
Cc1ccc(Cn2ccc(NC(=O)c3cc(-c4cccc(Cl)c4)on3)n2)cc1,1,-13,0.9,1,1,0.9,1,76*,0,4
CCn1cc(/C=N\NC(=O)Cc2ccc([N+](=O)[O-])cc2)c(C)n1,1,-6,1.1,0.9,-4,1.1,0.9,-2,5,14

# Compound profiles, as listed above. Order of values: TNAP act hiacc	TNAP inh no acc	PMI act hi M6P	Diaphorase act	TNAP inh hi DEA	PMI activator	bIAP act	L major viab	Diaph inh CS	bIAP inhibitor
# CCn1ccnc1CN(C)Cc1cn(-c2ccc(C)cc2)nc1-c1cccc(C)c1 in the list: 1	-1	0.9	0.9	-3	0.8	1	78*	10	-3
# Fc1cccc(COc2ccccc2CNc2ccccc2)c1 in the list: 1	-56	0.9	0.8	-2	0.8	0.8	0	15	24

# Returning to the listing; the 2 compounds before the break are reprinted first.
SMILES,TNAP act hiacc,TNAP inh no acc,PMI act hi M6P,Diaphorase act,TNAP inh hi DEA,PMI activator,bIAP act,L major viab,Diaph inh CS,bIAP inhibitor
Cc1ccc(Cn2ccc(NC(=O)c3cc(-c4cccc(Cl)c4)on3)n2)cc1,1,-13,0.9,1,1,0.9,1,76*,0,4
CCn1cc(/C=N\NC(=O)Cc2ccc([N+](=O)[O-])cc2)c(C)n1,1,-6,1.1,0.9,-4,1.1,0.9,-2,5,14
O=C(Nc1ccc(F)cc1)c1ccc2nc[nH]c2c1,1,-23,1,0.9,1,1.2,1,-12,10,-5
CCOC(=O)C1=C(C)N(C)C(C)=C(C(=O)OCC)C1c1cccnc1,0.9,2,1.1,1.1,7,1,1,95*,-11,0
O=C(NCc1ccc(Cl)cc1)c1cc(-c2ccco2)on1,1,-10,1,1.1,-4,1,1,-6,-8,-1
CN(C)S(=O)(=O)c1cccc(NC(=O)COC(=O)c2cccc(S(=O)(=O)N3CCc4ccccc4C3)c2)c1,1,-13,1,0.9,-2,1,1,-1,9,3
CCNC(=O)NC(=O)C(C)OC(=O)C1CCN(S(=O)(=O)c2ccc(C)c(C)c2)CC1 (centres undefined),1,-8,1,1,-4,1,1.2,15,4,-16
CN1CCN(c2ccccc2NC(=O)c2sc3ccccc3c2Cl)CC1,1,-6,0.4,0.5,-2,0.7,1,14,46,4
O=C(Nc1ccc(Br)cc1)c1ccc(F)c(S(=O)(=O)NCc2cccs2)c1,0.9,8,1.2,1,7,1.1,0.6,-1,2,39
CC(=O)c1c(O)ccc2c(-c3ccccc3)cc(=O)oc12,1,-4,0.9,0.9,-4,0.9,1,-7,14,0
O=C(Nc1cccc2ccccc12)c1ccc(Br)o1,1,-10,1.1,1,-5,1,0.9,-1,0,6
CCN(CC)S(=O)(=O)c1ccc(N2CCOCC2)c(NC(=O)Cc2cccc3ccccc23)c1,1,-13,1,0.9,-4,1,1.2,95*,6,-16
CC(C)CNC(=S)N1CCN(c2nc3ccccc3s2)CC1,1.1,-8,0.9,0.8,-5,0.8,1.1,-6,17,-8
Cc1cc(NC(=O)COC(=O)CCC(=O)c2ccc(F)cc2)no1,1.1,1,1.2,1.1,-8,1.2,1,2,-12,0
CCc1nnc(NC(=O)CSc2nccn2-c2cccc(C)c2C)s1,1,-11,0.9,0.9,-2,0.9,1,-5,12,-3
CCCNC(=O)CSc1nnc(C)s1,1,-6,1,1,2,1,1,-3,4,4
CCOc1ccc2nc(NCCO)[nH]c2c1,1,-12,0.9,0.9,-4,1,0.9,8,9,13
CN(CC(=O)N1CCc2ccccc2C1)S(=O)(=O)c1ccc2c(c1)c(=O)n(C)c(=O)n2C,1,-4,1,0.9,0,0.9,1,-3,9,3
O=C(N/N=C/c1cn(-c2ccccc2)nc1-c1cccnc1)c1ccc(F)cc1,1,-14,0.9,0.9,1,0.9,1.2,9,12,-15
C/C(=C\c1ccccc1)CN1CCN(c2cccc(Cl)c2)CC1,1,0,1,0.9,-3,1.1,0.8,-1,7,25
Cc1noc(NS(=O)(=O)c2ccc(N3C(=O)c4ccccc4C3=O)cc2)c1C,1,-5,0.9,0.9,2,0.9,0.9,-6,10,8
Cc1ccc(O)c(/C=N/NC(=O)C2=NNC(c3ccccc3)(c3ccccc3)C2)c1,1,-30,1.5,0.9,4,1.3,1.1,100*,13,-6

# Structures shown so far that contain a nitro group on carbon, in the order listed:
SMILES,TNAP act hiacc,TNAP inh no acc,PMI act hi M6P,Diaphorase act,TNAP inh hi DEA,PMI activator,bIAP act,L major viab,Diaph inh CS,bIAP inhibitor
CC(C)C(Nc1ccc(S(=O)(=O)N2CCOCC2)cc1[N+](=O)[O-])C(=O)O (centres undefined),1,-1,1.2,1,2,1.2,0.9,-3,4,14
O=C(Cn1cncc1-c1ccc([N+](=O)[O-])cc1)Nc1ccccc1F,1,1,0.9,0.9,-2,1,0.8,52*,7,20
CCn1cc(/C=N\NC(=O)Cc2ccc([N+](=O)[O-])cc2)c(C)n1,1,-6,1.1,0.9,-4,1.1,0.9,-2,5,14

# Further results.
SMILES,TNAP act hiacc,TNAP inh no acc,PMI act hi M6P,Diaphorase act,TNAP inh hi DEA,PMI activator,bIAP act,L major viab,Diaph inh CS,bIAP inhibitor
COc1ccc(N(C(=O)CNC(=O)c2ccco2)C(C(=O)NC2CCCC2)c2ccncc2)cc1 (centres undefined),1.1,-8,0.8,0.8,-5,0.8,1.3,-5,17,-30
Cc1ccc2sc(N(CCCN(C)C)C(=O)c3ccc(S(=O)(=O)N(C)C)cc3)nc2c1C,1,5,1,0.9,1,1.1,0.9,74*,10,14
Cc1cccc(NC(=O)C2CCCN2C(=O)OCC(C)C)c1C (centres undefined),1,-2,1,1,0,1.1,1,-6,-2,-5
CCOC(=O)CNC(=O)N1CCCC(C(=O)c2cccc(Cl)c2)C1 (centres undefined),1,-11,.,.,-3,.,1.1,-5,.,-14
C=CCOC(=O)C1=C[C@H](c2cn(C(C)=O)c3ccccc23)[C@@H](CCCO)[C@H](OCC)O1,1,-1,0.8,0.7,-4,0.8,1.2,12,34,-16
COC(=O)c1sccc1NC(=S)N1CCCCC1C (centres undefined),1,0,1,0.9,1,1,0.9,-2,10,9
O=C(NCc1ccco1)c1ccc2ccccc2c1,1,12,0.8,0.8,0,0.9,0.9,0,17,13
COc1ccc(NC(=O)c2cccnc2N2CCOCC2)cc1,1,-10,1,0.9,-4,1,0.9,-1,5,8
COC(=O)c1ccc(NC(=O)c2cnc3scc(C)n3c2=O)cc1,1,-10,1,0.9,-4,1,1.1,-8,13,-8
CC(C)Nc1nnc(SCC(=O)c2c(N)n(Cc3ccccc3)c(=O)n(C)c2=O)s1,1,-5,1,0.9,-1,0.9,1.1,11,5,-9
Cc1ccc(NC(=O)CSC2=C(C#N)C(c3ccco3)CC(=O)N2)cc1 (centres undefined),1,-9,0.9,0.9,-4,0.8,0.8,1,14,19
Cc1ccc(S(=O)(=O)NNC(=O)C2COc3ccccc3O2)cc1 (centres undefined),0.8,-8,1,1,16,0.9,1,25,-3,-3
CSCc1nc2sc(C(=O)Nc3nc(C)cs3)c(C)c2c(=O)[nH]1,1,-4,1.9,0.8,1,1.6,1.1,-1,22,-12
CCOCCCN1CC(C(=O)NCCc2ccc(C)cc2)CC1=O (centres undefined),1,-7,1,0.9,-4,1,1,-3,14,3

# Screens as filed in PubChem BioAssay.
